NTMT1 inhibitor – inhibitors of human N-terminal methyltransferase NTMT1; NTMT1 MTase-Glo SAH luminescence, purified enzyme; Potency, µM (series often up to 114 µM), for inactives: at the top dose activity change, negative = inhibition, hits mostly inhibitors; Q9BV86; 2.5% of 59,000 active;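 note: plate controls were DMSO vehicle for no effect and no enzyme for full effect; nearly all actives have a fitted effect of over 65% in size; many of its hits are not listed in these tables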
FH mod – Identification of activators of human fumarate hydratase by quantitative high-throughput screening; Fumarate hydratase, mitochondrial (Homo sapiens), P07954; FH coupled MDH/diaphorase resazurin fluorescence, 15 min; Potency, µM (series often up to 79.9 µM), for inactives: at the top dose activity change, negative = inhibition, hits mostly inhibitors; 0.22% of 54,000 active; note: the screen sought activators but most active calls are inhibition curves; nearly all actives have a fitted effect of over 45% in size
The depositor's hits bear a star; ? = inconclusive; & = joins results of further samples; ! = repeats disagree; [ ] = dose if it differs, or a comment. Calls come from the whole dose curve; as a rule, active = well fitted curve in the direction sought with a large enough effect; inconclusive = small, poorly fitted or top-dose-only effect, or another doubt; inactive = no such curve, though single readings can be large; an effect the other way counts as inactive or inconclusive. Unless noted, % is set by controls: 0 for no effect and ±100 for the full control effect; potency is the fitted concentration of half-maximal effect.

Below each SMILES – NTMT1 inhibitor | FH mod
C=C(C(=O)O)[C@H]1C[C@]2(C)C(=O)CC[C@]23O[C@H]1C[C@@H]3C
  -3%[57.5 µM] | -1%
O=C(O)C(Cc1cc(I)c(O)c(I)c1)c1ccccc1 (stereo unspecified)
  ? | -11%[53.3 µM]
O=c1cc(CN2CCOCC2)occ1OCCCCCSc1ccnc2cc(C(F)(F)F)ccc12
  ? | -15%
C[C@@H]1O[C@@H](O[C@H]2[C@@H](OC(=O)[C@]34CCC(C)(C)CC3C3=CCC5[C@@]6(C)C[C@H](O)[C@H](O[C@@H]7O[C@H](C(=O)O)[C@@H](O)[C@H](O)[C@H]7O)[C@@](C)(C(=O)O)C6CC[C@@]5(C)[C@]3(C)CC4)OC[C@H](O)[C@@H]2O)[C@H](O)[C@H](O)[C@H]1O[C@@H]1OC[C@@H](O)[C@H](O)[C@H]1O (stereo partly specified)
  10%[12.6 µM] | 1%[20.6 µM]
O=C1NC(=O)/C(=C/c2ccc3c(c2)OC(F)(F)O3)S1
  -1%[57.5 µM] | ?
NC(=O)NC1N=C([O][Al])NC1=O (stereo unspecified)
  -26%[57.5 µM] | -15%[53.3 µM]
C/C=C(\C)C(=O)OCC1OC(OC2OC(CO)C(O)C(O)C2O)C(O)C(O)C1O (stereo unspecified)
  -8%[29.8 µM] | -2%[53.3 µM]
CC(C)C(C)(C)C(C)(C)C(C)(C)S
  32µM* | 1%
COc1cc(OC)c(/C=C2\C(=O)Nc3ccccc32)c(OC)c1
  -3% | -5%
CCCC(=O)O[C@@H]1[C@@H]2[C@@H](OC(C)=O)[C@]3(C)C(=O)[C@H]4[C@@H](OC(C)=O)C(C)(C)C[C@H]4[C@]3(C)C(=O)[C@@]2(OC(C)=O)C[C@@H]1C
  -3%[29.8 µM] | -1%[53.3 µM]
C=C1CC[C@@H]2[C@](C)(CO[C@@H]3O[C@H](CO)[C@@H](O)[C@H](O)[C@H]3O)[C@H](O)CC[C@@]2(C)[C@@H]1C/C=C1/C(=O)OC[C@H]1O
  3%[29.8 µM] | -9%[53.3 µM]
O=C(O)c1cn(-c2ccc(F)cc2)c2cc(N3CCNCC3)c(F)cc2c1=O
  -5% | 0%[53.3 µM]
Cc1onc(-c2ccccc2)c1C(=O)Cl
  ? | -3%[53.3 µM]
CCN1CCC[C@@H]1CNC(=O)c1ccc2c(c1)NC(=O)/C(=C/c1ccccc1F)S2
  ? | -12%
CCC(C)/C=C(C)/C=C/C1=CC2=CC(=O)C3(C)OC(C)(O)C(C(=O)OC)C3C2=CO1 (stereo unspecified)
  8%[29.8 µM] | 0%[53.3 µM]
COc1ccc(S(=O)(=O)Nc2nc(-c3cccc([N+](=O)[O-])c3)cs2)cc1OC
  -2%[57.5 µM] | -6%
COc1c(C)c2c(c(O)c1CC=C(C)CCC(=O)O)C(=O)OC2
  4%[57.5 µM] | 14%[53.3 µM]
CCN1CCCC1CN (stereo unspecified)
  24%[57.5 µM] | 7%[53.3 µM]
O=c1c(O)c(-c2ccc(O)cc2)oc2cc(O)cc(O)c12
  ? | -13%[53.3 µM]
Cc1cccc(C)c1NC(=O)c1ccccc1C(=O)O
  -1%[57.5 µM] | 4%[53.3 µM]
O=C(N/N=C/c1ccccc1O)c1ccncc1
  25%[57.5 µM] | 14%[53.3 µM]
O=c1cc(-c2cccc(O)c2)oc2c(O)c(O)ccc12
  ? | ?
COCC1OC(OC(C)(C)C2CCC3(C)C=C(C4CCC5C4(C)CC(O)C4OC(C(C)(C)O)CCC45C)CCC3O2)C(NC(C)=O)C(O)C1O (stereo unspecified)
  0%[12.6 µM] | -2%[20.6 µM]
O=C(O)COCCN1CCN(C(c2ccccc2)c2ccc(Cl)cc2)CC1 (stereo unspecified)
  ? | -4%&-14%&4%[53.3 µM]
Cc1cc(NC(=O)C2=C(O)c3ccccc3S(=O)(=O)N2C)no1
  12%[57.5 µM] | 7%[53.3 µM]
c1ccc2sc(SN3CCOCC3)nc2c1
  ? | 1%[53.3 µM]
N#Cc1ccc(C2CCCc3cncn32)cc1 (stereo unspecified)
  2%[29.8 µM] | 1%[53.3 µM]
Cc1ccc(-c2c(C(=O)CF)n(CCCO)c3ncnc(N)c23)cc1
  1%[57.5 µM] | 20%
CC1(C)CCCC2(C)C=C(C(=O)O)C(O)CC12 (stereo unspecified)
  0%[57.5 µM] | -3%
C[C@H]1[C@H](C)CC[C@]2(C(=O)O)CC[C@]3(C(=O)O)C(=CCC4[C@@]5(C)CC[C@H](O[C@@H]6O[C@H](C)[C@@H](O)[C@H](O)[C@H]6O)C(C)(C)C5CC[C@]43C)[C@H]12 (stereo partly specified)
  -16%[12.6 µM] | 9%[20.6 µM]
O=C(O[C@H]1[C@@H]2C[C@@H]3OC[C@](O)([C@@H]1Cl)[C@H]2C(O[C@@H]1O[C@H](CO)[C@@H](O)[C@H](O)[C@H]1O)O3)c1ccc(O)c(O)c1 (stereo partly specified)
  -14%[29.8 µM] | 3%[53.3 µM]
CCN(CCCc1ccccc1)CCCc1ccccc1
  ? | -7%[53.3 µM]
OCC1=C[C@@H](O)[C@@H]2C=CO[C@@H](O[C@@H]3O[C@H](CO)[C@@H](O)[C@H](O)[C@H]3O)[C@H]12
  6%[29.8 µM] | 8%[53.3 µM]
COc1cc(-c2cc(-c3cccc(O)c3)cnc2N)cc(OC)c1OC
  3%[57.5 µM] | -6%
C[C@@H]1C[C@H]2[C@@H]3CCC4=CC(=O)C=C[C@]4(C)[C@@]3(F)[C@@H](O)C[C@]2(C)[C@H]1C(=O)CO
  -3%[57.5 µM] | 0%[53.3 µM]
CC(=O)OC1C(C)C2C(OC3OC(CO)C(O)C(O)C3O)OC=C(C(=O)O)C2C1OC(=O)c1ccccc1 (stereo unspecified)
  9%[29.8 µM] | 1%[53.3 µM]
COc1cc(Cc2cnc(N)nc2N)cc(OC)c1OC
  40%[57.5 µM] | 6%&-3%[53.3 µM]
CC[C@@H](C)[C@H](NC(=O)C(C)(C)NC(=O)[C@H](CCC(N)=O)NC(=O)C(C)(CC)NC(=O)[C@H](Cc1c[nH]c2ccccc12)NC(C)=O)C(=O)N[C@H](C(=O)NC(C)(C)C(=O)N[C@@H](CC(C)C)C(=O)NC(C)(C)C(=O)N1CCC[C@H]1C(=O)N[C@@H](CCC(N)=O)C(=O)NC(C)(C)C(=O)N1CC(O)C[C@H]1C(=O)NC(C)(CC)C(=O)C1CC[C@@H](C(=O)N[C@@H](Cc2ccccc2)C(=O)NCC(=O)O)N1)C(C)O (stereo partly specified)
  -42%[6.45 µM] | -12%[13.5 µM]
CO[C@]12C[C@@H](COC(=O)c3cncc(Br)c3)CN(C)[C@@H]1Cc1cn(C)c3cccc2c13
  23%[57.5 µM] | -6%[53.3 µM]
C1CCC[C@H]2CCCN3CC[C@@H](CCCCCC[C@@H]4CCCN5CC[C@@H](CC1)O[C@@H]45)O[C@@H]23
  24%[0.146 µM] | -3%[0.217 µM]
CC1(C)OC(=O)C=C[C@@]2(C)C1CC(=O)[C@]1(C)C2CC[C@@]2(C)[C@H](c3ccoc3)OC(=O)[C@H]3O[C@]321 (stereo partly specified)
  -14%[29.8 µM] | 3%[53.3 µM]
O=C1c2cccc(O)c2C(=O)c2c(O)cccc21
  -21%[57.5 µM] | -7%[53.3 µM]
CCCNC(=O)[C@H]1O[C@H]1C(=O)N[C@H](C(=O)N1CCC[C@@H]1C(=O)OC)C(C)CC (stereo partly specified)
  -1%[57.5 µM] | 5%[53.3 µM]
Cc1ncc([N+](=O)[O-])n1CC(O)CN1CCOCC1 (stereo unspecified)
  -25%[57.5 µM] | 7%
COC(=O)C1=COC(OC2OC(CO)C(O)C(O)C2O)C2C(C)C(OC(C)=O)C(OC(=O)c3ccccc3)C12 (stereo unspecified)
  -1%[29.8 µM] | 1%[53.3 µM]
C[C@@H]1O[C@@H](O[C@H]2[C@H](O)[C@@H](C(=O)O)O[C@@H](O[C@H]3CC[C@@]4(C)C(CC[C@]5(C)C4CC=C4C6CC(C)(C)CC[C@]6(C(=O)O)CC[C@]45C)C3(C)C)[C@@H]2O[C@@H]2O[C@H](CO)[C@@H](O)[C@H](O)[C@H]2O)[C@H](O)[C@H](O)[C@H]1O (stereo partly specified)
  -21%[12.6 µM] | -9%[20.6 µM]
C[C@H]1O[C@@H](n2cc(F)c(=O)[nH]c2=O)[C@H](O)[C@@H]1O
  2% | -17%&2%[53.3 µM]
Cc1ncc(CO)c(C=O)c1O
  -17%[57.5 µM] | 3%[53.3 µM]
O=P(O)(O)C(O)(Cc1cccnc1)P(=O)(O)O
  2%[6.45 µM] | 14%[6.31 µM]
COc1cc(/C=C/CO)cc(OC)c1O[C@@H]1O[C@H](CO[C@@H]2O[C@H](CO)[C@@H](O)[C@H](O)[C@H]2O)[C@@H](O)[C@H](O)[C@H]1O
  11%[29.8 µM] | 4%[53.3 µM]

Record cards, from the list above:
CCCNC(=O)[C@H]1O[C@H]1C(=O)N[C@H](C(=O)N1CCC[C@@H]1C(=O)OC)C(C)CC (stereo partly specified) as listed: NTMT1 inhibitor = -1%[57.5 µM]; FH mod = 5%[53.3 µM]
C[C@H]1O[C@@H](n2cc(F)c(=O)[nH]c2=O)[C@H](O)[C@@H]1O as listed: NTMT1 inhibitor = 2%; FH mod = -17%&2%[53.3 µM]
C[C@@H]1O[C@@H](O[C@H]2[C@H](O)[C@@H](C(=O)O)O[C@@H](O[C@H]3CC[C@@]4(C)C(CC[C@]5(C)C4CC=C4C6CC(C)(C)CC[C@]6(C(=O)O)CC[C@]45C)C3(C)C)[C@@H]2O[C@@H]2O[C@H](CO)[C@@H](O)[C@H](O)[C@H]2O)[C@H](O)[C@H](O)[C@H]1O (stereo partly specified) as listed: NTMT1 inhibitor = -21%[12.6 µM]; FH mod = -9%[20.6 µM]

Later entries
Below each SMILES – NTMT1 inhibitor | FH mod
CCC(C)C(N)C1=NC(C(=O)N[C@@H](CC(C)C)C(=O)N[C@H](CCC(=O)O)C(=O)N[C@H](C(=O)N[C@H]2CCCCNC(=O)[C@H](CC(N)=O)NC(=O)[C@@H](CC(=O)O)NC(=O)[C@H](Cc3cnc[nH]3)NC(=O)[C@@H](Cc3ccccc3)NC(=O)[C@H]([C@@H](C)CC)NC(=O)[C@@H](CCCN)NC2=O)[C@@H](C)CC)CS1 (stereo partly specified)
  7.9µM*! | 10%&-2%[53.3 µM]
CCCc1nc2c(C)cc(-c3nc4ccccc4n3C)cc2n1Cc1ccc(-c2ccccc2C(=O)O)cc1
  ? | 2%&4%[53.3 µM]
C=C[C@H]1[C@H](O[C@@H]2O[C@H](CO)[C@@H](O)[C@H](O)[C@H]2O)OC=C(C(=O)OC)[C@H]1C[C@@H]1N[C@H](C(=O)O)Cc2c1[nH]c1ccccc21
  -19%[29.8 µM] | -1%[53.3 µM]
COc1ccnc(CS(=O)c2nc3cc(OC(F)F)ccc3[nH]2)c1OC (stereo unspecified)
  ? | 0%
N#CC(c1ccc(Cl)cc1)c1c(Cl)cc(-n2ncc(=O)[nH]c2=O)cc1Cl (stereo unspecified)
  ? | -26%[53.3 µM]
N#Cc1ccc(Nc2nc(-c3ccc(O)cc3O)cs2)cc1C(F)(F)F
  ? | ?
O=C(O)c1cccc(S(=O)(=O)N2CCc3ccccc3C2)c1
  4%[57.5 µM] | 5%
COc1ccc(CC2=NN3C([C@@H](CCc4ccccc4)[C@@H](C)O)=NC(C)C3C(=O)N2)cc1OC (stereo partly specified)
  ? | -12%[53.3 µM]
NC(=O)c1cccc(-c2cccc(OC(=O)NC3CCCCC3)c2)c1
  20% | 0%[53.3 µM]
CCCS(=O)c1ccc2nc(NC(=O)OC)[nH]c2c1 (stereo unspecified)
  50µM*! | 6%
CNC(=O)c1ccc(Nc2cc(Nc3ccccc3S(=O)(=O)C(C)C)c3cc[nH]c3n2)nc1
  -21%[57.5 µM] | -15%[53.3 µM]
COc1ccc(C(=O)NCc2cc(C(C)C)no2)cc1OC1CCN(C)CC1
  5%[57.5 µM] | -4%
COC(=O)C[C@H]1C(C)(C)[C@H](OC(C)=O)C2CC3=C4CC(=O)O[C@@H](c5ccoc5)[C@]4(C)CCC3[C@@]1(C)C2=O (stereo partly specified)
  12%[29.8 µM] | 0%[53.3 µM]
COc1cc(NS(=O)(=O)c2ccc(N)cc2)ncn1
  -5%[57.5 µM] | 5%[53.3 µM]
Nc1ccc(N=Nc2ccccc2)c(N)n1
  ? | -12%[53.3 µM]
c1ccc2c(Nc3nnc(-c4ccncc4)s3)cccc2c1
  -11%[57.5 µM] | -4%
COC(=O)[C@H](CCCN=C(N)N)NS(=O)(=O)c1ccc(C)cc1
  2% | -5%[53.3 µM]
COc1ccc2c(c1)CC[C@H]1[C@@H]2CC[C@]2(C)[C@@H](NCCCCCCN3C(=O)C=CC3=O)CC[C@H]12
  -13%[57.5 µM] | -4%[53.3 µM]
CO[C@@]1(NC(=O)CSC[C@@H](N)C(=O)O)C(=O)N2C(C(=O)O)=C(CSc3nnnn3C)CS[C@@H]21
  9%[57.5 µM] | 3%[53.3 µM]
CC(C)c1ccc(CC(=O)N2CCC[C@@H](c3cccc(OC(C)(C)C(=O)O)c3)C2)cc1
  3%[57.5 µM] | 5%
CC1CCC2C(C)(C)C(O)CCC2(C)C12Cc1c(O)cc3c(c1O2)CN(C(CCC(N)=O)C(=O)O)C3=O (stereo unspecified)
  5%[29.8 µM] | -1%[53.3 µM]
CCN1CCN(C(=O)N[C@@H](C(=O)N[C@@H]2C(=O)N3[C@@H]2SC(C)(C)[C@@H]3C(=O)O)c2ccccc2)C(=O)C1=O
  4%[57.5 µM] | 10%

Only part of the results is shown; rates above refer to the full screens.
